Screening results as filed in PubChem BioAssay.
NPYLR7 ag: agonists of mosquito NPYLR7 receptor, primary screen, cell-based, Aedes aegypti, calcium fluorescence, mosquito biting behavior; AID 1259423, 2018; 270,000 compounds, 0.15% hits; activation, % at 10 µM; HEK293T NPYLR7/Galpha15, GCaMP6s calcium fluorescence; in the data active means activation above about 40%;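 further: 0% = vehicle and 100% = reference agonist at the receptor; some compounds past the cut are filed as inactive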
hcGAS lum: Primary biochemical luminescence assay for human cyclic GMP-AMP synthase inhibitors. recombinant h-cGAS, ATP depletion, Kinase-Glo luminescence. inhibition, % at 12.5 µM. 290,000 compounds, 0.081% hits. AID 1259398, 2018;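 further: 0% = vehicle reaction and 100% = reaction without DNA for no activity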
Target sequence (Q8N884 whole entry, looked up): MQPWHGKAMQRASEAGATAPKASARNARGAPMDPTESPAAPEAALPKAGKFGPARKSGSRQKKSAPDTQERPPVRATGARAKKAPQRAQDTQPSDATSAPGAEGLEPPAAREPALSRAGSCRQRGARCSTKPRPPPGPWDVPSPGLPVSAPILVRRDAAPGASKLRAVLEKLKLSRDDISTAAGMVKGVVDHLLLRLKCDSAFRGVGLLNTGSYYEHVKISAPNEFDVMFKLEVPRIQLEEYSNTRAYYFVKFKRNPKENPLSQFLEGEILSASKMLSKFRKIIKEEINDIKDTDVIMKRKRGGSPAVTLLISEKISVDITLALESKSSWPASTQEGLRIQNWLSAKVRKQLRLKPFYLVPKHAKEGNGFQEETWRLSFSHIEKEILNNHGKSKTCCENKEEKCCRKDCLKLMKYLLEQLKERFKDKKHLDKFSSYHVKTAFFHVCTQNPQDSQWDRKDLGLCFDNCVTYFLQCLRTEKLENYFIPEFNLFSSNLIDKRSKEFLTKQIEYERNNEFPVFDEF
mcGAS lum: cyclic GMP-AMP synthase inhibitors, mouse, primary biochemical chemiluminescence; Q8C6L5; recombinant cGAS, Kinase-Glo ATP depletion luminescence; inhibition, % at 12.5 µM; 160,000 compounds, 0.15% hits; AID 1259399, 2018;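 further: 0% = negative control wells and 100% = reference inhibitor with no enzyme activity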
* hit, by the source's call; x = no result given; & = joins results of further samples. Unless noted, no stated cut-off is given here; in the data, active means inhibition above about 40%; inactive means the rest.

SMILES	NPYLR7 ag	hcGAS lum	mcGAS lum
CC(C)OCC(=O)N1CCN(C(C)C(=O)NC2CCCC2)CC1 (stereo not drawn)	7	-5	-12
Cc1cccc(-c2[nH]n(-c3ccc(F)cc3)c(=O)c2-c2ccc(N)cc2)c1	-2	-3	x
CCC(=O)C1=C(c2ccccc2)N(C(=O)CC)n2c(nnc2-c2ccc(OC)cc2)S1	1	-15	x
CCCn1c(=O)[nH]c(=O)c2c3c(cnc21)C(=O)CC(c1ccccc1)C3 (stereo not drawn)	-2	-8	-8
Cc1cccc2[nH]c(CNC(=O)c3ccc4c(c3)nnn4C)nc12	10	-4	x
O=C(Cn1cnc2c(cnn2C2CCS(=O)(=O)C2)c1=O)c1ccc2c(c1)OCCO2 (stereo not drawn)	6	-10	x
Cc1ccc2c(c1)CCN1C(=O)CN(C(=S)Nc3ccc4c(c3)OCO4)CC21 (stereo not drawn)	37	-5	-7
COc1ccc(-c2nc(COc3ccc(Cl)cc3C(N)=O)no2)cc1	10	-3	x
CO[C@@H]1CC[C@H]2C[C@@H]1[C@@H](Oc1ccccn1)CN2Cc1ccc(F)cc1	-7	1	0
O=C(OCc1cc(=O)oc2ccc3ccccc3c12)C1=CC=CN2CCS(=O)(=O)N=C12	1	-6	-4
CCCc1noc(C(C)N2CCCN(C(=O)c3ccccc3Cl)CC2)n1 (stereo not drawn)	10	-10	x
COc1ccc(C(=O)N2CCN(CC3CCOC3)CC2)cc1 (stereo not drawn)	7	-6	-10
O=C(NCc1nnnn1C1CCCCC1)Nc1cccc(Cl)c1	-2	-4	x
O=C(NC1CCC(NC(=O)[C@H]2CCCN2C(=O)/C=C/c2ccccc2)CC1)c1ccccc1 (stereo partly drawn)	-2	-4	-4
COc1ccc(-c2csc(=Nc3ccccc3OC)n2NC(=O)C(C)Oc2ccc(Cl)cc2C)cc1 (stereo not drawn)	-9	-5	-3
Cc1cc(C(F)(F)F)nc(CCNC(=O)c2ccc(Cl)cn2)n1	7	-8	x
O=C(CSCC(=O)Nc1ccc(F)cc1)NOC1CCCCO1 (stereo not drawn)	4	-4	-17
O=C(c1ccc(F)cc1)N1CCCC(OCc2ccc(F)c(F)c2)C1 (stereo not drawn)	-2	0	x
CC(C)Oc1ccc(C(=O)N2CC(=O)Nc3ccc(Cl)cc3C2c2ccc(F)cc2)cc1 (stereo not drawn)	1	2	1
Cc1cccc(NC(=O)CC2CSc3nc(C(C)C)cc(=O)n32)c1C (stereo not drawn)	-2	-2	x
COC(=O)CCCN(C)C(=O)c1ccc(CNC(C)=O)cc1	4	-8	x
Cc1nc(SCC#N)c2oc3ccccc3c2n1	4	2	-4
CC(C)C1CN(Cc2cc(-c3ccccn3)no2)CCCN1CC1CC1 (stereo not drawn)	-3	-2	x
CCc1nc2ccc(C(=O)NC(C)(C)C)cn2c1N(CC)C(=O)NCCc1ccccc1	-2	-1	-2
Cc1ccc(NC(=O)C2CCc3ccccc3N2C(=O)C2CCCO2)cc1 (stereo not drawn)	-9&4	-5&-4	x
CC(C)(C)C(=O)CSc1nnc(-c2ccncc2)n1Cc1ccccc1	-4	-1	-4
COc1ccc(-n2nnc3c(SCC(=O)Nc4ccccc4)ncnc32)cc1	20	-7	-5
CC(C)OCCCNc1ncc2c(n1)CC(c1cccc(Cl)c1)CC2=O (stereo not drawn)	9	-3	x
CS(=O)c1c(Cl)cccc1NC(=O)N1CCN(c2ncc(Cl)cc2Cl)CC1 (stereo not drawn)	1	-9	x
Cc1nc2ccc(C(=O)NCCCN(C)C)cn2c1N(C)C(=O)CCc1ccccc1	10	-6	-2
Cc1c(-c2ccccc2)c(=O)oc2c3c(ccc12)OCN(Cc1cccnc1)C3	-9	-6	-12
CSCC(C)N(C)CC(=O)Nc1ccc(C(C)(C)C)cc1 (stereo not drawn)	7	-16	x
CCn1c(=O)c2c(nc3oc(C)c(C)n32)n(C)c1=O	-1	-2	-3
O=C(CSc1ccc(-c2ccc(-n3cccn3)cc2)nn1)NC1CCCCC1	-8	-8	-7
CCc1ccccc1NC(=O)Nc1ccc(N2CCN(Cc3ccccc3)CC2)c(C(=O)NCCCOC)c1	x	-2	-6
Cc1ccc(Cl)c(NC(=O)CN2CCN(S(=O)(=O)c3ccc4c(c3)CCC4)CC2)c1Cl	8	-7	x
Cc1cc(C(=O)N(CCN(C)C)c2nc3ccccc3s2)nn1C	12	19	3
COCCCNC(=O)c1cc(NC(=O)c2ccc(C(F)(F)F)cc2)ccc1N1CCN(c2ccccc2OC)CC1	11	-3	-5
Cc1sc2ncnc(N(C)CC(=O)NC3CC3)c2c1C	8	-1	x
CC(=O)c1cccc(-c2cccc(C)n2)c1	-7	-9	x
COC(=O)C1=C(C)NC2=C(C(=O)CC(c3ccccc3)C2)C1c1ccc(OC(C)=O)c(OC)c1 (stereo not drawn)	2	-6	-9
CC(C)(C)c1ccccc1S(=O)(=O)N1CCOCC1C#N (stereo not drawn)	1	-5	-16
O=C(COc1coc(CN2CCc3ccccc3C2)cc1=O)Nc1ccc([N+](=O)[O-])cc1	2	-8	-8
Cc1noc(C(C)Sc2nnnn2CCN(C)C)n1 (stereo not drawn)	-1	-5	x
Cc1cc2ncn(CC(C)C)c2cc1C	1	-4	x
CC(C)CN1C(=O)/C(=C/c2ccc3c(c2)OCCO3)N(C)C1=S	5	-11	-6
Cc1ccc(-c2cc(C(F)(F)F)n3ncc(C(N)=O)c3n2)cc1	-4	-3	-6
CCCN(CCc1c[nH]c2ccc(NC(=O)c3cc(OC)cc(OC)c3)cc12)CC1CC1	5	-6	-9
O=C(Nc1ccc2c(c1)CCC2)NC1CCN(C2CC2)CC1	-1	-1	-4
O=C(Cc1ccccc1F)NOCc1ccccc1	10	-5	x

Other results follow.
SMILES	NPYLR7 ag	hcGAS lum	mcGAS lum
Cc1ccc(S(=O)(=O)N2CCCC(C(=O)Nc3ccc(C)c(C)c3)C2)cc1 (stereo not drawn)	-8	-7	-5
COc1cc(OC)cc(C(=O)Nc2ccc3nc(C)n(-c4ccc(F)cc4)c(=O)c3c2)c1	-8	-3	x
CCOC(=O)C1(Cc2ccc(F)cc2F)CCCN(S(=O)(=O)c2c(C)noc2C)C1 (stereo not drawn)	11	-8	-11
Cc1ccc(Cn2nc(-c3cccc(Br)c3)ccc2=O)cc1	11	4	x
Cc1ccccc1Cn1nc(-c2cccs2)c2sc(N3CCCCC3)nc2c1=O	-4	-8	-8
CCOC(=O)Cc1c(C)nc2ncnn2c1N(CCC#N)CCC#N	x	-1	-6
CCCn1c(N)c(-c2csc(Cc3nnc4n3CCCCC4)n2)c(=O)n(C)c1=O	7	-8	x
O=C(CCN(Cc1ccco1)c1nc(-c2cccs2)nc2ccccc12)NCc1cccc(C(F)(F)F)c1	6	-3	-5
Cc1nn(Cc2ccccc2Cl)c(Cl)c1C(=O)NCCc1ccccn1	18	-10	-15
Cc1cc2oc(=O)cc(-c3cc4ccccc4o3)c2cc1OC(=O)N1CCOCC1	-1	-7	-7
O=C(Nc1nnc(-c2cccc(Cl)c2)s1)C1CCCN1C(=O)c1ccc(Br)cc1 (stereo not drawn)	15	-8	-5
Cc1cccc(C)c1N1c2c([nH][nH]c2=O)-c2ccccc2S1(=O)=O	3	13	0
O=C(NCCC(=O)N1CCc2ccccc21)c1ccco1	8	-6	-7
O=C(CN1CCN(Cc2nc3ccccc3s2)CC1)NCCC1=CCCCC1	10	-1	x
CC(Oc1ccc(Br)cc1)C(=O)NC(c1ccccc1)c1nccn1C (stereo not drawn)	0	4	-3
Cn1c(=O)c2c(nc3n2CCN3c2ccc(F)cc2)n(C)c1=O	x	-4	-1
Cc1ccc(C)c(S(=O)(=O)NCCCn2nc(-c3ccco3)ccc2=O)c1	-6	3	x
CC(C)(C)OC(=O)NN=Cc1ccc(N2CCOCC2)s1	3	-7	-5
COc1ccc(C2SCCN2S(C)(=O)=O)cc1Br (stereo not drawn)	5	-3	x
CCOC(=O)c1sc(NC(=O)/C=C/c2ccccc2)nc1C	-5	-2	-2
Cc1ccc(C)c(-c2nn(C(C)C(=O)NC3CC3)c(=O)c3ccccc23)c1 (stereo not drawn)	0	-11	-7
CCOC(=O)c1c(C)c(C(=O)CN(Cc2ccco2)S(=O)(=O)c2ccc(NC(C)=O)cc2)c(C)n1CC	13	-8	-6
CN(Cc1ccc(-n2cccn2)cc1)Cc1ccc(-c2ccn[nH]2)s1	11	-5	x
COc1ccc(S(=O)(=O)N2CCOCC2)cc1N1CCN(S(=O)(=O)c2ccc(Br)cc2)CC1	9	0	1
O=c1c(-c2ccccc2)[n+]([O-])c2ccccc2n1OCc1ccccc1Cl	-5	4	x
CCc1cc2c(N(Cc3ccc(C(=O)NC)cc3)C3CC3)ncnc2s1	10	-2	x
CC1(C)C(c2ccccc2)=[N+]([O-])C2(CCCCC/C2=N/NC(N)=O)N1O (stereo not drawn)	-10	2	x
CN(C)CCCNc1nn2c(=O)c3ccccc3nc2c2ccccc12	1	-2	x
Cc1cccc(C(=O)N2CCCC(C(=O)Nc3cccc(-c4ccc(F)cc4)c3)C2)n1 (stereo not drawn)	4	2	x
CC(C1CC1)N(Cc1ccccc1)C(=O)CSc1nc(C2CC2)nc2c1c(=O)[nH]c(=O)n2C1CC1 (stereo not drawn)	3	-3	x
COc1ccc(C(CNC(=O)CCc2c(C)noc2C)N2CCCCC2)cc1 (stereo not drawn)	3	0	-4
COc1ccc(CN(CC(O)COCc2ccccc2)C2CC2)cc1 (stereo not drawn)	28	1	-2
O=S(=O)(Nc1nc2ccccc2nc1Cl)c1cccc(C(F)(F)F)c1	11	-5	x
CC(CN1CCOC1=O)NC(=O)c1csc(-c2ccc(C(C)C)cc2)n1 (stereo not drawn)	-3	-6	x
O=C(CSc1ccccn1)N1CCOC(CCCc2ccccc2)C1 (stereo not drawn)	8	-8	x
COc1ccc(CN(Cc2ccco2)S(=O)(=O)c2ccc(C)cc2)cc1OS(=O)(=O)c1cccc(C(F)(F)F)c1	26	-7	-6
O=C(Cc1cccc(F)c1)N1CCOC(COc2ccc(F)cc2)C1 (stereo not drawn)	6	-8	-5
COc1cccc(Cc2nc3c(c(N4CCOCC4)n2)CN(C(=O)Nc2ccc(SC)cc2)CC3)c1	11	-10	-5
C[n+]1cc(-c2ccc3ccccc3n2)cc2ccccc21	-1	7	x
Cc1cccn2c(CN(C)CC3Cc4ccccc4O3)c(C(=O)N3CCCCC3)nc12 (stereo not drawn)	4	-6	x

Already shown: entries from further up.
SMILES	NPYLR7 ag	hcGAS lum	mcGAS lum
CN(C)CCCNc1nn2c(=O)c3ccccc3nc2c2ccccc12	1	-2	x
Cc1cccc(C(=O)N2CCCC(C(=O)Nc3cccc(-c4ccc(F)cc4)c3)C2)n1 (stereo not drawn)	4	2	x
CC(C1CC1)N(Cc1ccccc1)C(=O)CSc1nc(C2CC2)nc2c1c(=O)[nH]c(=O)n2C1CC1 (stereo not drawn)	3	-3	x
COc1ccc(C(CNC(=O)CCc2c(C)noc2C)N2CCCCC2)cc1 (stereo not drawn)	3	0	-4
COc1ccc(CN(CC(O)COCc2ccccc2)C2CC2)cc1 (stereo not drawn)	28	1	-2
O=S(=O)(Nc1nc2ccccc2nc1Cl)c1cccc(C(F)(F)F)c1	11	-5	x
CC(CN1CCOC1=O)NC(=O)c1csc(-c2ccc(C(C)C)cc2)n1 (stereo not drawn)	-3	-6	x
O=C(CSc1ccccn1)N1CCOC(CCCc2ccccc2)C1 (stereo not drawn)	8	-8	x
COc1ccc(CN(Cc2ccco2)S(=O)(=O)c2ccc(C)cc2)cc1OS(=O)(=O)c1cccc(C(F)(F)F)c1	26	-7	-6
O=C(Cc1cccc(F)c1)N1CCOC(COc2ccc(F)cc2)C1 (stereo not drawn)	6	-8	-5
COc1cccc(Cc2nc3c(c(N4CCOCC4)n2)CN(C(=O)Nc2ccc(SC)cc2)CC3)c1	11	-10	-5
C[n+]1cc(-c2ccc3ccccc3n2)cc2ccccc21	-1	7	x
Cc1cccn2c(CN(C)CC3Cc4ccccc4O3)c(C(=O)N3CCCCC3)nc12 (stereo not drawn)	4	-6	x

New compounds follow
SMILES	NPYLR7 ag	hcGAS lum	mcGAS lum
COc1cccc(-c2cc(C(=O)NC3CCCCNC3=O)nc3cc(-c4ccccc4)nn23)c1 (stereo not drawn)	-8	7	-1
CCn1c(=O)c(C(=O)NCC2CCCO2)nn(-c2cccc(C)c2)c1=O (stereo not drawn)	-4	-4	-4
CCC(C)N(Cc1ccc2c(c1)OCO2)Cc1nc(C(=O)NCc2ccncc2)co1 (stereo not drawn)	2	1	-4
CCOC(=O)c1cc(-c2cccc(NC(=O)c3ccc(OC)cc3OC)c2)n(-c2ccccc2OC)n1	28	-4	-3
COCCn1cc2c(c1-c1ccccc1)c(=O)n(C)c(=O)n2C	17	-6	x
c1cnc(NC2CCN(c3nc(-c4ccncc4)nc4c3CNC4)CC2)nc1	3	1	x
CCOC(=O)C1CCCN(C(=O)c2c(C(C)C)nn(-c3cccc(C)c3)c2C(C)C)C1 (stereo not drawn)	10	-3	-7
CCOc1ccc(C(C2Sc3nc(C)nn3C2=O)N2CCCC(C)C2)cc1OC (stereo not drawn)	0	-10	-8
Cc1ccc(NC(=O)Cn2nc(C3CCCN(S(C)(=O)=O)C3)n(C)c2=O)cc1Cl (stereo not drawn)	-4	-5	-7
COc1ccc(-c2noc(CSc3nnc(-c4nccc5ccccc45)o3)n2)cc1	-5	-11	x
CC(C)(C)C(=O)Nc1nc2ccc(S(C)(=O)=O)cc2s1	10	-8	x
CCCCCCN(CCN1CCOCC1)C(=O)Nc1cc(C)on1	3	-2	x
O=C(O)CN(CCN(CC(=O)O)CC(=O)O)CCN(CC(=O)O)CC(=O)O	0&-1	-2&9	-1&3
CCOC(=O)c1c(C)[nH]c(C(=O)COC(=O)c2cccn2C)c1C	-2	0	x
